A-T KAP1 phos = candidate therapy for ataxia-telangiectasia. […] A-T fibroblasts, KAP-1 phosphorylation AlphaLISA; neocarzinostatin DNA damage 30 min before lysis. Potency, µM (highest dose often 57.5 µM), for inactives: at the highest dose activation, hits mostly activators. AID 485349. actives 0.19% (n = 320,000); note: potency is the fitted concentration of half-maximal effect; % of control where 0% means no effect; nearly all actives have a fitted effect of over 45% in size
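hTERT-immortalized A-T patient fibroblasts ([…]), 500 cells/well in OPTI-MEM, 1% FBS, got compounds for 60 min, then NCS for 30 min at 37C. Lysates were then assayed for phospho-KAP-1 by AlphaLISA (anti-pKAP1 donor, anti-KAP1 acceptor beads), 6 hr at 25C.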
MLL CXXC-DNA inh = blocks binding of human MLL CXXC domain to DNA. MLL-CXXC / FITC-HOXA9 DNA fluorescence polarization. AID 2662. Potency, µM (doses to about 115 µM), without a hit: at the top dose activity change, negative = inhibition, usual class: inhibitors. actives 0.037% (n = 290,000); active = well fitted inhibition curve with a large enough effect in the polarisation, with a control signal flat, not every such curve was filed as active; inconclusive = small, poorly fitted or top-dose-only effect, or effect the other way, or a change in a side signal; inactive = no such curve, though single readings can be large or run the other way; the % refers to the polarisation; note: potency is the fitted concentration of half-maximal effect
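Steps: dispense CXXC domain solution (7 uM) → pin compounds or unlabeled HOX-A9 DNA control → 5 min ambient → add FLSN-HOX-A9 solution (50 nM) → spin → 30 min ambient → fluorescence polarization. Tris pH 7.5/NaCl/DTT/BSA buffer.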
Giardia killer = kills Giardia lamblia; Giardia lamblia trophozoite viability; activity change, % at 7.66 µM, hits read low; actives 0.15% (n = 340,000); in the data active = activity change below about -80%; inconclusive = between about -30% and that limit;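 note: parasites exposed to compound for two days anaerobically before the ATP read; % is set by controls: 0 for no effect and ±100 for the full control effect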
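Luminescent ATP signal served as the viability read-out, measured 15-30 min after adding ATP detection reagent to trophozoites that had been incubated with compounds for 48 hrs at 37 deg C anaerobically at 100 cells/well.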
TCR act = T cell receptor activation; primary human leukocytes, anti-CD3, IL-2 HTRF, 48 h; Potency, µM (series often up to 9.22 µM), inactives show at the highest dose activation of IL-2 secretion, hits mostly activators; 330,000 tested, under 10 active; note: % of control where 0% means no effect
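Using a-CD3 beads without co-stimulation, primary human leukocytes were exposed to compounds for 48 hr. An HTRF IL-2 kit measured the cytokine, with europium-to-d2 energy transfer producing emission at 665nm upon 320nm excitation.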
GALK inh = inhibitors of human galactokinase. actives 0.007% (n = 270,000). P51570. Purified GALK, Kinase-Glo residual ATP luminescence. Potency, µM (series often up to 57.5 µM), without a hit: top-dose activity change, negative = inhibition, most hits filed as inhibitors. AID 1868; note: potency is the fitted concentration of half-maximal effect; % is set by controls: 0 for no effect and ±100 for the full control effect
Target sequence (P51570 whole entry, looked up): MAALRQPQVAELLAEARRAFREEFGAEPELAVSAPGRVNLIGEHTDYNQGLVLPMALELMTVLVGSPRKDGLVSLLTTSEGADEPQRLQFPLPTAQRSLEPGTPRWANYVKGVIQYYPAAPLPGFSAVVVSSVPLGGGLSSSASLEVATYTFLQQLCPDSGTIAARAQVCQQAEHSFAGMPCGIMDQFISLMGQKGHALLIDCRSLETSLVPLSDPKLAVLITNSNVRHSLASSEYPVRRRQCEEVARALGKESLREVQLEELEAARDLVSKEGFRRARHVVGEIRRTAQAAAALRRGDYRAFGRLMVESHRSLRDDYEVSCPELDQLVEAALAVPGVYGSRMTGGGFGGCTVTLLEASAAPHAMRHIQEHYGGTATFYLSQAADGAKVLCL
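GALK at 5 nM final was combined with compound, 35 uM ATP and 100 uM galactose in HEPES pH8.0 with MgCl2 and DTT. The reaction ran one hour at room temperature before luminescent ATP detection.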
TSHR antagonist = antagonists of human thyroid stimulating hormone receptor; TSHR-expressing cells, TSH-stimulated cAMP HTRF, 2 h; hits give low values; actives 0.2% (n = 330,000); activity change, negative = inhibition, % at 11.5 µM;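 active = activity change below a set negative limit, meaning inhibition stronger than a set level, cut at about -70% in these data; inconclusive = activity change between two set negative limits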; note: % is set by controls: 0 for no effect and ±100 for the full control effect
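Inhibition of cAMP made by TSHR-expressing cells under TSH stimulation (4nM final, EC80; 2 h, 37 deg C) is quantified with a one-step lysis HTRF kit, anti-cAMP cryptate versus cAMP-d2.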
FBPA coupling cs = counter-screen for Giardia aldolase inhibitors: coupling enzyme system | actives 0.67% (n = 290,000) | AID 2472 | coupling enzyme system counterscreen, AmpLite Red fluorescence | activity change, negative = inhibition, % at 58.2 µM, hits read low; in the data active = activity change below about -30%; note: % is set by controls: 0 for no effect and ±100 for the full control effect
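First, compound is pin-transferred into glyceraldehyde-3-phosphate coupling-enzyme reagent at 57.5 uM final and held 10 min at RT. Next, substrate, coupling system and AmpLite Red are added. After 20 min RT, fluorescence (525/598 nm) is read.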
hERG WT inh = KCNH2 (human, wildtype) channel inhibition; Q12809; U2OS, BacMam KCNH2, thallium flux FluxOr; hits give low values; activity change, % at 1.84 µM; actives 0.37% (n = 340,000);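 active = maximum activity change below -70%; inconclusive = maximum activity change between -70% and -50%; inactive = maximum activity change above -50%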; note: % is set by controls: 0 for no effect and ±100 for the full control effect
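U2OS cells were transduced with wild-type KCNH2 virus (2.03 x 10^8 / mL) for 4 h at room temperature, then cultured overnight at 37 C. Thallium flux was read with FluxOr dye. Rate constants were normalized to DMSO controls.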
Tb PFK block = T. brucei PFK enzyme inhibition; Potency, µM (titrated, usually from 57.5 µM), for the others: at the top dose activity, negative = inhibition, most hits filed as inhibitors; AID 485367; actives 0.17% (n = 330,000); O15648; T. brucei PFK, ADP-Glo luminescence;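 note: potency is the fitted concentration of half-maximal effect; 0% = uninhibited 1x PFK enzyme wells and -100% = no-enzyme wells; nearly all actives have a fitted effect of over 60% in size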
Target sequence (O15648 whole entry, looked up): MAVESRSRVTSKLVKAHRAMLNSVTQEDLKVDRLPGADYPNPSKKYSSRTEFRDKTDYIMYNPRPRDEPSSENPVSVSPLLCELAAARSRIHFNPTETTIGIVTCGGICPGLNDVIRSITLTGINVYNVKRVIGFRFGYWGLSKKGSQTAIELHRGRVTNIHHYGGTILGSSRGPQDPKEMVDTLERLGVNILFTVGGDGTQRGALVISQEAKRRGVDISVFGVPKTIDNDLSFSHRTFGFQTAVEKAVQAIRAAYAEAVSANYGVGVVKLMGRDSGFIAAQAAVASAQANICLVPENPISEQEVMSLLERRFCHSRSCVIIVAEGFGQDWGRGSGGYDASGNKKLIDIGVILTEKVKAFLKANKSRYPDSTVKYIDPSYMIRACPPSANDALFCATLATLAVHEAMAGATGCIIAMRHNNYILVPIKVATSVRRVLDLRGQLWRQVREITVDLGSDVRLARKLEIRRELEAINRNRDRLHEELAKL
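Luminescent ADP detection (ADP-Glo, two-step: ATP depletion then ADP-to-ATP conversion for luciferase) reported PFK activity after 45 min room-temperature reaction of 1.25 nM enzyme with 0.5 mM F6P and 0.1 mM ATP at pH 8.0.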
Chronic BCR inh = inhibitors of chronic active B-cell receptor signaling. ABC-DLBCL IkBa-CBG/CBR reporter, luminescence ratio, 4 h. Potency, µM (top dose mostly 46.1 µM), inactives show at the top dose ratio change, negative = lower green/red ratio, usual class: inhibitors. actives 0.05% (n = 340,000). AID 493014; active = well fitted inhibition curve with a large enough effect in the signal ratio, with a control signal flat, not every such curve was filed as active; inconclusive = small, poorly fitted or top-dose-only effect, or effect the other way, or a change in a side signal; the % refers to the signal ratio;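 note: potency is the fitted concentration of half-maximal effect; plate controls were basal doxycycline-induced cells for no effect and cells given 10 µM MG132 for full effect; MG132 reads +100%, hits lower the ratio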
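Concentration-response series (up to 46 uM) were applied to TMD8 dual-reporter cells for 4 h at 37C with doxycycline. Green/red ratio, after filter-overlap correction, defined %Activity; red signal alone was normalised to basal cells and zero luminescence.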
* marks the source's active call; other numbers are inactive results; i = inactive; ? = inconclusive; nt = not tested or not shown; [ ] = dose if it differs, or a comment. Unless noted, calls come from the whole dose curve; as a rule, active = well fitted curve in the direction sought with a large enough effect; inconclusive = small, poorly fitted or top-dose-only effect, or another doubt; inactive = no such curve, though single readings can be large; an effect the other way counts as inactive or inconclusive.

SMILES	A-T KAP1 phos	MLL CXXC-DNA inh	Giardia killer	TCR act	GALK inh	TSHR antagonist	FBPA coupling cs	hERG WT inh	Tb PFK block	Chronic BCR inh
CC(=O)c1ccc(N2CCN(S(=O)(=O)c3c(C(=O)N4CCCCC4)c(C)n(C)c3C)CC2)cc1	0.3%	5.7%	3.8	-7.2%	3.5%	-6.0	nt	2.8	-0.6%	-6.6%
O=C(CN1CCN(c2ccccc2)CC1)Nc1ccc2c(c1)CCC2	0.7%	1.1%	3.1	1.2%[46.1 µM]	-0.3%	-2.4	-0.8	-3.3	-0.2%	0.1%
Cc1ccc(NC(=O)CCS(=O)(=O)c2ccccc2)cc1S(=O)(=O)N1CCOCC1	-0.4%	-2.6%	-12.7	5.1%	3.6%	-5.5	3.4	10.8	3.2%	-0.2%
Cc1ccc(C(=O)CSc2nnc(-c3cccs3)n2C)o1	2.1%	1.2%	-22.7	-5.4%	1.3%	-5.1	1.0	-3.3	2.3%	?
O=C(COC(=O)CSc1ccc2ccccc2c1Br)NC1CC1	-3.5%	2.6%	2.6	-11.1%	-0.1%	8.6	-2.3	i	-0.1%	14.4%
COc1cccc(-c2ccc(=O)n(CC(=O)Nc3ccc(S(=O)(=O)NCC(C)C)cc3)n2)c1	3.8%	-0.9%	nt	nt	-1.4%	-6.1	-1.1	nt	5.2%	5.7%
COc1ccc(C(=O)Nc2ccc3oc(Cc4ccc(Cl)cc4)nc3c2)cc1OC	10.2%	-2.5%	-21.4	-1.0%	4.9%	-28.0	0.6	0.7	-4.8%	?
Cc1cccc(C(=O)N2CCCN(C(=O)c3cccc(C)c3)CC2)c1	3.0%	-2.0%	-3.3	2.3%	-0.1%	-6.8	1.8	0.8	4.0%	-0.2%
COCCCn1c(C(=O)NCCC2=CCCCC2)cc2c(=O)n3ccccc3nc21	25.6%	7.2%	37.1[activator]	-0.2%	5.0%	11.3	nt	2.6	0.8%	?
COc1ccc(C(=O)NC(=S)N2CC(C)OC(C)C2)cc1 (stereo not given)	-9.5%	-3.8%	-3.1	2.6%[46.1 µM]	4.0%	-0.7	1.5	-13.2	0.5%	-2.6%
CCOc1cc(N2CCOCC2)c(OCC)cc1NC(=O)COC(=O)c1ccccc1C	-0.7%	3.0%	-17.0	2.8%[46.1 µM]	3.0%	-8.7	-1.7	10.1	0.9%	?
O=S(=O)(c1ccc(Oc2ccc(S(=O)(=O)N(CCO)CCO)cc2)cc1)N(CCO)CCO	-4.3%	-8.4%	7.8	2.3%	-1.5%	2.1	5.7	-12.5	2.1%	10.1%
Cc1ccccc1Oc1nnc(-c2cccs2)c2ccccc12	11.6%	-2.1%	-2.1	1.3%[46.1 µM]	1.6%	-1.3	5.3	1.6	12.8%	-19.9%
CC(Sc1ccc(Cl)cc1)C(=O)NCc1cccnc1 (stereo not given)	nt	7.4%	3.0	5.6%	3.4%	11.6	0.7	-8.7	2.4%	0.3%
CCn1nc(C)c(/C=N/NC(=O)Cn2nnnc2N)c1C	-10.6%	5.9%	-5.2	-1.2%	nt	-2.0	1.4	1.9	1.1%	-0.4%
O=C(NCc1ccco1)C1c2ccccc2Oc2ccccc21	-6.8%	-8.3%	6.2	3.3%	-1.3%	-0.8	-1.2	2.2	?	?
Cc1cccn2c(=O)c3cc(C(=O)NC4CCCC4)n(C)c3nc12	31.6%	6.8%	8.9	-0.6%	-4.9%	-0.1	-0.1	4.0	1.9%	?
Cc1cc(NC(=O)CSc2nnc(C(C)N(C)C)n2Cc2ccccc2)no1 (stereo not given)	-6.1%	-7.0%	-8.4	-6.5%	3.6%	-11.2	1.1	-16.3	4.1%	0.0%
CC(C)[C@H](NC(=O)c1ccco1)C(=O)N(C)Cc1c(F)cccc1Cl	4.8%	-6.8%	11.4	8.9%	-0.4%	-6.4	4.0	3.2	4.8%	-4.0%
C[C@@H]1CN([C@H](C)CO)C(=O)c2cc(NC(=O)Nc3ccc(C(F)(F)F)cc3)ccc2O[C@H]1CN(C)S(=O)(=O)c1ccc(Cl)cc1	-0.5%	nt	-21.2	0.2%	nt	-0.6	nt	-6.3	-0.9%	10.9%
O=C(NCCC1=CCCCC1)C(=O)NCC1OCCCN1S(=O)(=O)c1ccccc1 (stereo not given)	-5.4%	-5.8%	-8.4	-2.5%[46.1 µM]	-0.3%	-90.4*	3.0	-17.2	4.0%	-0.9%
COc1cc(OC)cc(-c2c(-c3ccc(F)cc3)c3cc(-c4cccc5[nH]ccc45)ccc3n2C)c1	8.8%	nt	-10.3	4.2%	nt	18.1	nt	-24.6	-4.6%	0.0%
CCCOC(=O)Nc1ccc(S(=O)(=O)Nn2cnnc2)cc1	2.2%	20.7%	-19.1	-2.4%	-2.1%	-9.3	-1.0	-6.5	4.1%	-1.0%
CC(C)(C)OC(=O)NNC(=O)C12CC3CC(CC(C3)C1)C2	-6.2%	0.3%	23.7	nt	11.2%	-23.5	2.2	3.1	-0.6%	2.3%
Oc1ccc(NCc2cccc(OCc3ccc(F)cc3)c2)cc1	5.5%	-1.4%	-0.9	6.7%	1.9%	-0.1	-44.9*	1.9	-18.3%	-26.0%
CC1Cc2ccccc2N1S(=O)(=O)c1cccc(C(=O)OCC(=O)NCc2ccco2)c1 (stereo not given)	3.1%	-9.8%	-26.5	2.1%	-0.8%	3.3	-1.9	27.2	-3.7%	-2.9%
O=C(CN(C(=O)CNC(=O)c1ccco1)c1ccccc1F)NC1CCCCC1	-5.2%	-4.5%	1.9	-9.0%	7.1%	11.4	1.6	1.8	-8.6%	0.7%
Cc1cccc(-n2c(CNC(=O)c3cccc([N+](=O)[O-])c3C)n[nH]c2=S)c1	1.3%	-3.9%	21.2	0.8%	1.5%	-5.4	1.3	-8.9	18.1%	-1.2%
O=C(Nc1ccc(Cl)cc1F)C1CC1c1ccccc1 (stereo not given)	2.4%	6.4%	7.6	-1.8%	1.1%	-4.9	-0.3	-1.6	-1.8%	?
CCN(CC(=O)NCc1cccs1)C(=O)c1ccccc1F	-2.4%	-2.1%	11.8	4.8%	0.2%	9.6	1.4	-16.4	-3.1%	1.0%
Cc1cc([N+](=O)[O-])ccc1NC(=O)c1cc2ccccc2o1	10.3%	-2.7%	-11.6	nt	-1.8%	6.8	-0.2	3.2	2.0%	?
Cc1ccc(C)c(S(=O)(=O)N(C)C2(C)CCS(=O)(=O)C2)c1 (stereo not given)	6.8%	nt	-27.9	4.9%	nt	-5.8	nt	-7.8	-5.7%	-14.4%
O=c1[nH]nc(CNc2ccc(OC(F)(F)F)cc2)c2ccccc12	2.9%	-10.7%	-11.2	-2.8%	-0.9%	-7.9	-1.3	8.8	1.3%	?
CN(C)C/C=C/C(=O)Nc1cccc(-c2c[nH]c3ncnc(Oc4ccc(NC(=O)CC(=O)Nc5ccc(F)cc5)cc4F)c23)c1	3.3%	nt	?	3.4%	nt	-15.6	nt	18.6	9.6%	-11.7%
O=C(N/N=C/c1ccc(O)c(O)c1)c1ccc(-n2cnnn2)cc1	-9.5%	nt	-15.3	nt	nt	5.8	nt	4.3	?	-3.3%
CCc1cc(=O)oc2c3c(cc(OCC(=O)NCCCOC)c12)OC(C)(C)CC3	-8.6%	4.8%	2.1	-0.4%	nt	-11.4	-0.5	3.0	1.7%	-15.4%
COc1cccc(C(=O)NCCS(=O)(=O)N2CC(C)CC(C)C2)c1 (stereo not given)	9.1%	nt	21.8	-2.8%	nt	6.3	nt	-5.7	1.3%	-11.6%
CCc1sc(N(C(=O)Cc2ccccc2)c2cccc(F)c2)nc1-c1ccc(C)cc1	9.2%	-0.1%	9.5	-8.2%	-2.8%	13.5	-5.5	4.5	1.0%	-1.5%
O=C(NCc1ccco1)C(c1ccccc1)N(Cc1ccccc1)C(=O)Cn1nnc2ccccc21 (stereo not given)	-0.6%	3.1%	11.3	8.7%[46.1 µM]	-3.2%	-12.0	-0.1	8.8	0.4%	5.5%
Cc1ccc(C(=O)NNC(=S)Nc2cccc(Cl)c2Cl)cc1[N+](=O)[O-]	1.1%	-2.2%	1.9	nt	-0.3%	10.7	6.1	-7.1	3.5%	-14.1%
CCc1[nH]nc(C(=O)N2CCCC(CNS(=O)(=O)c3cccs3)C2)c1C (stereo not given)	3.0%	-4.1%	3.9	10.8%	-1.0%	-9.5	-0.8	2.5	-2.4%	9.4%
COc1cc(C(C)=O)ccc1OCC(=O)NC(=O)Nc1ccc(C)cc1C	5.2%	nt	-2.9	-9.1%	nt	-3.4	nt	3.1	3.6%	-0.7%
COc1cc(NC(=O)c2ccc(F)cc2)c(OC)cc1Cl	-3.4%	1.7%	-4.8	-4.1%[46.1 µM]	0.4%	-2.2	4.0	-1.1	0.5%	9.7%

Screening data as filed in PubChem.
